# Screening data from PubChem.
# RECQ1 inh: qHTS Assay for Inhibitors of RecQ-Like Dna Helicase 1 (RECQ1); ATP-dependent DNA helicase Q1 (Homo sapiens), P46063; RECQ1 DNA unwinding, red fluorescence kinetic read; Potency, µM (titrated, usually from 57.3 µM), without a hit: top-dose activity, negative = inhibition, most hits filed as inhibitors; 240,000 tested, 0.54% active; AID 2549, 2010;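 note: plate controls were vehicle for no effect and no enzyme for full effect; nearly all actives have a fitted effect of over 30% in size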
#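 RECQ1T1 50 nM; forked duplex (20 bp + 30-nt ss tails) 200 nM, ATP 2 mM final; pH 8.0, 2 mM MgCl2, 2.5 ug/ml poly(dI-dC); 15 min compound preincubation; discontinuous kinetic read over 2 h at RT.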
# TRb-SRC2 inh: qHTS for Inhibitors of the Interaction of Thyroid Hormone Receptor and Steroid Receptor Coregulator 2; Thyroid hormone receptor beta (Homo sapiens), P10828; TRbeta-SRC2 peptide binding, fluorescence polarization; receptor liganded with 1 µM T3; Potency, µM (top dose mostly 106 µM), inactives show top-dose activity change, negative = inhibition, actives largely listed as inhibitors; 280,000 tested, 0.065% active; AID 1469, 2008;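 note: plate controls were bound peptide for no effect and peptide without receptor for full effect; nearly all actives have a fitted effect of over 50% in size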
# Target sequence (P10828 whole entry, looked up): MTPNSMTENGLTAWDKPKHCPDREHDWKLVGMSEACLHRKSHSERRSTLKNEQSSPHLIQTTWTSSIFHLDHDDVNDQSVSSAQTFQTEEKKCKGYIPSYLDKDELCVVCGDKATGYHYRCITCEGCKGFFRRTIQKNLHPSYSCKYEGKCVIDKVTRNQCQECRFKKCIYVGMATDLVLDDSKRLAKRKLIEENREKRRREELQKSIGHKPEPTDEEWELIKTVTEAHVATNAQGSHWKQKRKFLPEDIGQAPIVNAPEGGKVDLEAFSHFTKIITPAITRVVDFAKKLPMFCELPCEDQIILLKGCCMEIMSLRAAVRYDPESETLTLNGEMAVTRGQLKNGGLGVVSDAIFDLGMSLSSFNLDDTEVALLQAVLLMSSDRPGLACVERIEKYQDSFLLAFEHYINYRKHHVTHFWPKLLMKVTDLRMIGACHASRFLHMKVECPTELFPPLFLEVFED
#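 Human TRb LBD (0.6 uM) plus Texas Red-labeled SRC2 peptide (20 nM), 1uM T3, 5% DMSO, 5 hr at ambient temperature. Decreased polarization (555/632 nm) flags inhibition; data normalized to free and bound peptide controls.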
# Tau ThT inhib: qHTS for Inhibitors of Tau Fibril Formation, Thioflavin T Binding. Microtubule-associated protein tau (Homo sapiens), P10636. Potency, µM (doses to about 57.4 µM), for the others: at the top dose activity, negative = inhibition, usual class: inhibitors. 270,000 tested, 2.1% active. recombinant tau K18 P301L, heparin-induced fibrillization, ThT fluorescence; note: nearly all actives have a fitted effect of over 55% in size
# Target sequence (P10636 561-689 P618L limits assumed): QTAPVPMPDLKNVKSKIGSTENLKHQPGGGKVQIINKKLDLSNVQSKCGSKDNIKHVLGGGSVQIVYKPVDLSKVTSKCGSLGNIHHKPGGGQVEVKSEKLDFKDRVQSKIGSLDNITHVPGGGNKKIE
#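 Using a mix of unlabeled (15 uM) and Alexa 594-labeled (0.24 uM) tau K18 P301L, heparin-triggered fibrillization over 6 hr at 37 C was scored by ThT fluorescence.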
# TR SRC2 fluor cs: Total Fluorescence Counterscreen for Inhibitors of the Interaction of Thyroid Hormone Receptor and Steroid Receptor Coregulator 2. 280,000 tested, 0.29% active. Potency, µM (highest dose often 106 µM), inactives show at the highest dose fluorescence change, negative = quenching. AID 1479, 2009. TRb/SRC2 Texas Red total fluorescence interference; active = well fitted curve in either direction with a large enough effect; inconclusive = small, poorly fitted or top-dose-only effect
#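 Human TRb ligand-binding domain at 0.6 uM with 20 nM Texas Red SRC2 peptide in Tris buffer containing 1 uM T3 and 5% DMSO, incubated with compound 5 h at ambient temperature. Total fluorescence (555/632 nm) calculated as parallel + 2 × perpendicular.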
# JMJD2E inh: qHTS Assay for Inhibitors of Human Jumonji Domain Containing 2E (JMJD2E); JMJD2E catalytic domain, FDH-coupled NADH fluorescence (FDH is formaldehyde dehydrogenase); 230,000 tested, 1.6% active; Lysine-specific demethylase 4E (Homo sapiens), B2RXH2; Potency, µM (titrated, usually from 57.1 µM), for the others: at the highest dose activity change, negative = inhibition, hits mostly inhibitors; active = well fitted inhibition curve with a large enough effect, not every such curve was filed as active; inconclusive = small, poorly fitted or top-dose-only effect, or another doubt; inactive = no such curve, though single readings can be large or run the other way;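 note: 0% = wells with enzyme and -100% = buffer wells without enzyme; nearly all actives have a fitted effect of over 50% in size; many of its hits are not listed in these tables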
# Target sequence (B2RXH2 1-337 limits assumed): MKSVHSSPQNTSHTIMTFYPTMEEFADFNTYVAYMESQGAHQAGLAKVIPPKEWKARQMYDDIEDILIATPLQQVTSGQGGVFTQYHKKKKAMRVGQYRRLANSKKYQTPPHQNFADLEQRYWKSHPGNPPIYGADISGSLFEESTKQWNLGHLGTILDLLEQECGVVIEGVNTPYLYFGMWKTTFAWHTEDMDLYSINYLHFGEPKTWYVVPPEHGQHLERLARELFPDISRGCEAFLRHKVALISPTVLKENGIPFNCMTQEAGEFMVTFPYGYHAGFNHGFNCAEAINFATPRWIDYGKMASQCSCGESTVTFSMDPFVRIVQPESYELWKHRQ
# Tau FP inhib: qHTS for Inhibitors of Tau Fibril Formation, Fluorescence Polarization. K18 P301L tau heparin fibrillization, Alexa594 FP, 6 h. Potency, µM (highest dose often 57.7 µM), without a hit: at the highest dose activity, negative = inhibition, usual class: inhibitors. Microtubule-associated protein tau (Homo sapiens), P10636. 280,000 tested, 0.39% active; note: nearly all actives have a fitted effect of over 55% in size
#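 Human K18 P301L fragment (15 uM unlabeled plus 0.24 uM Alexa 594-labeled) in 100 mM sodium acetate pH 7 with compound, aggregation induced by 20 uM heparin for 6 hr at 37 C. ThT (30 uM) added for 1 hr, then Alexa 594 FP read.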
# GoLoco inh red: qHTS Assay for Inhibitors of RGS12 GoLoco Motif Activity (Red Fluorophore); Guanine nucleotide-binding protein G(i) subunit alpha-1 (Homo sapiens), P63096; Gai1:RGS12 GoLoco peptide FP, rhodamine, 10 min; Potency, µM (series often up to 61.6 µM), for inactives: top-dose activity, negative = inhibition, hits mostly inhibitors; 230,000 tested, 0.44% active; AID 880, 2007; active = well fitted inhibition curve with a large enough effect, not every such curve was filed as active; inactive = no such curve, though single readings can be large or run the other way; note: nearly all actives have a fitted effect of over 30% in size; many of its hits are not listed in these tables
# L3MBTL1 inh: qHTS Assay for the Inhibitors of L3MBTL1; Lethal(3)malignant brain tumor-like protein 1 (Homo sapiens), Q9Y468; AlphaScreen L3MBTL1–H3K9me1 peptide binding; Potency, µM (highest dose often 57.1 µM), for inactives: top-dose activity, negative = inhibition, most hits filed as inhibitors; 230,000 tested, 0.66% active; AID 485360, 2010; note: nearly all actives have a fitted effect of over 60% in size
#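 Displacement of a biotinylated histone H3(1-15) peptide monomethylated at Lys9 (75 nM) from L3MBTL1 (50 nM) was measured by AlphaScreen after a 30 min room-temperature compound incubation; cefsulodin titration served as intraplate control.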
# The depositor's hits bear a star; i = inactive; ? = inconclusive; . = no result given; [ ] = dose if it differs, or a comment. Unless noted, calls come from the whole dose curve; as a rule, active = well fitted curve in the direction sought with a large enough effect; inconclusive = small, poorly fitted or top-dose-only effect, or another doubt; inactive = no such curve, though single readings can be large; an effect the other way counts as inactive or inconclusive. Unless noted, % is set by controls: 0 for no effect and ±100 for the full control effect; potency is the fitted concentration of half-maximal effect.
SMILES,RECQ1 inh,TRb-SRC2 inh,Tau ThT inhib,TR SRC2 fluor cs,JMJD2E inh,Tau FP inhib,GoLoco inh red,L3MBTL1 inh
CCOC(=O)c1c(S(=O)(=O)N2CCC(C(=O)Nc3ccc(OCC)cc3)CC2)c(C)n(C)c1C,.,-14%,11%,?,.,-2%,.,.
CN1C(=O)Cc2cc(S(=O)(=O)NCc3ccccc3Cl)ccc21,.,2%,-5%,6%,.,3%,.,.
COc1ccc(CN(C(=O)c2nsc(Cl)c2Cl)C(C(=O)NC2CCCC2)c2ccc(C)cc2)cc1 (stereo unspecified),-8%,3%,-16%,-4%,2%,-1%,1%,-6%
Cc1c(CC(=O)O)c(=O)oc2c(C)c(OCc3nn[nH]n3)ccc12,-4%,-16%,-5%,-3%,?,?,1%,-5%
CCN(CC)CC(=O)N1c2ccccc2Sc2ccc(Cl)cc21,-10%,-3%,-5%,-6%,-1%,2%,-4%,-12%
Cc1noc(C)c1S(=O)(=O)N(CC(=O)N1CCc2ccccc21)c1ccc(C(C)C)cc1,-1%,-3%,3%,1%,-5%,0%,6%,5%
COc1ccc(Br)cc1S(=O)(=O)N(CC(=O)N1CCOCC1)c1ccccc1,-1%,4%,-7%,0%,3%,7%,8%,1%
C/C(=C\c1ccccc1)C(=O)NCCN1CCOCC1,-5%,-5%,1%,-4%,-16%,-1%,8%,-5%[11.4 µM]
Cc1nn(Cc2ccc(C(=O)Nc3ccc(C(=O)OC(C)C)cc3)o2)c(C)c1Cl,-3%,7%,-16%,-3%,?,-6%,11%,.
CCOc1ccc(-n2nnnc2-c2nc3ccccc3s2)cc1,8%,0%,-10%,-3%,?,-6%,11%,11%
Cc1nn(-c2nc3ccccc3s2)c(N)c1-c1ccc(Cl)cc1,i,-20%,?,-1%,1%,-4%,3%,-14%
CC1(C)Cc2c(sc3c2c(=N)n(Cc2ccco2)c(=O)n3CC(=O)Nc2ccccc2)CO1,8%,-7%,-1%,0%,1%,-2%,15%,.
COc1ccc(C=C2C(=O)c3ccccc3C2=O)cc1O,-3%,-7%,8.9µM*,-15%,-25%,-6%,98%[activator],.
CC1CN(C(=O)CN2C(=O)c3ccccc3S2(=O)=O)CC(C)O1 (stereo unspecified),-6%,8%,2%,1%,1%,-2%,9%,-3%
CCCCNC(=O)N1CCOCCOCCN(C(=O)NCCCC)CCOCCOCC1,-12%,-13%,-2%,0%,10%,2%,10%,6%

# Already shown: 9 of the compounds above.
SMILES,RECQ1 inh,TRb-SRC2 inh,Tau ThT inhib,TR SRC2 fluor cs,JMJD2E inh,Tau FP inhib,GoLoco inh red,L3MBTL1 inh
CCOC(=O)c1c(S(=O)(=O)N2CCC(C(=O)Nc3ccc(OCC)cc3)CC2)c(C)n(C)c1C,.,-14%,11%,?,.,-2%,.,.
CN1C(=O)Cc2cc(S(=O)(=O)NCc3ccccc3Cl)ccc21,.,2%,-5%,6%,.,3%,.,.
COc1ccc(CN(C(=O)c2nsc(Cl)c2Cl)C(C(=O)NC2CCCC2)c2ccc(C)cc2)cc1 (stereo unspecified),-8%,3%,-16%,-4%,2%,-1%,1%,-6%
Cc1c(CC(=O)O)c(=O)oc2c(C)c(OCc3nn[nH]n3)ccc12,-4%,-16%,-5%,-3%,?,?,1%,-5%
CCN(CC)CC(=O)N1c2ccccc2Sc2ccc(Cl)cc21,-10%,-3%,-5%,-6%,-1%,2%,-4%,-12%
Cc1noc(C)c1S(=O)(=O)N(CC(=O)N1CCc2ccccc21)c1ccc(C(C)C)cc1,-1%,-3%,3%,1%,-5%,0%,6%,5%
COc1ccc(Br)cc1S(=O)(=O)N(CC(=O)N1CCOCC1)c1ccccc1,-1%,4%,-7%,0%,3%,7%,8%,1%
C/C(=C\c1ccccc1)C(=O)NCCN1CCOCC1,-5%,-5%,1%,-4%,-16%,-1%,8%,-5%[11.4 µM]
Cc1nn(Cc2ccc(C(=O)Nc3ccc(C(=O)OC(C)C)cc3)o2)c(C)c1Cl,-3%,7%,-16%,-3%,?,-6%,11%,.

# New compounds follow
SMILES,RECQ1 inh,TRb-SRC2 inh,Tau ThT inhib,TR SRC2 fluor cs,JMJD2E inh,Tau FP inhib,GoLoco inh red,L3MBTL1 inh
CN(C)c1ccc(C(CNS(=O)(=O)c2ccc(Br)cc2)N2CCCC2)cc1 (stereo unspecified),.,4%,-7%,-1%,.,6%,.,.
COc1ccc(OC)c(Nc2c3c(nc4ccccc24)CCC3)c1,.,3%,-10%,1%,.,-1%,.,.
CC(C)c1ccc(NC(=O)c2cccn2-c2nnc(N3CCCCC3)s2)cc1,.,5%,-15%,-1%,.,5%,.,.
O=C(CN1CCN(Cc2ccc(Cl)cc2)C1=O)NCc1ccc(F)cc1,.,0%,-1%,0%,.,-7%,.,.
COc1ccc(/C=C(\C#N)C(=O)OCC(=O)Nc2c(C)cccc2C(C)C)cc1,8%,15%,5%,-1%,1%,1%,-9%,-15%
COc1ccc([N+](=O)[O-])cc1N(CC(O)CN(CC(C)C)CC(C)C)S(=O)(=O)c1ccc(C)cc1 (stereo unspecified),-6%,5%,-8%,2%,-3%,3%,0%,-13%
Cc1cccc(C)c1NC(=O)NCc1ccco1,3%,-5%,-2%,-2%,-6%,-4%,8%,.
Cc1ccc(C)c(NS(=O)(=O)c2cc(C(=O)Nc3ccccc3-c3ccccc3)ccc2C)c1,i,4%,-4%,0%,?,-4%,1%,-2%
Cc1cc(=O)oc(C)c1C(=O)Nc1ccccc1F,i,1%,1%,-2%,5%,0%,4%,-7%
O=c1[nH]c2ccccc2n2cnnc12,-17%,-2%,-1%,0%,-27%,3%,-8%,5%
COc1ccc(NC(=O)CN2CCN(C3c4ccccc4-c4ccccc43)CC2)cc1,-29%,1%,-11%,-1%,-5%,-4%,3%,-12%
O=C(CNC(=O)c1ccco1)Nc1cc(Cl)ccc1N1CCOCC1,-4%,22%,-5%,17%,13%,7%,26%,.
O=C(c1ccccc1SCc1ccccc1)N1CCCCCC1,-3%,-8%,-2%,-3%,4%,8%,-19%,-7%
O=C(CSc1ncnc2sc3c(c12)CCCCC3)NCc1ccco1,-11%,-3%,-15%,5%,?,5%,81%[activator],.
CC(C)NC(=O)C(=O)NNC(=O)C12CC3CC(CC(C3)C1)C2,0%,-8%,4%,4%,1%,0%,14%,-10%
CCOC(=O)C1(CC2CC2)CCN(Cc2ccc(C(=O)OC)cc2)CC1,i,0%,-11%,-2%,-1%,1%,14%,2%
Cc1ccc2cc(/C=N/NC(=O)c3ccccc3[N+](=O)[O-])c(Cl)nc2c1,i,-2%,?,0%,5%,-13%,3%,.
O=C(CSc1ncnc2c1cnn2-c1ccccc1)Nc1ccccc1,i,2%,-8%,-2%,-1%,-11%,5%,-1%[11.4 µM]
C=C1C2CC[C@@]3(C)C(c4ccoc4)OC(=O)C[C@@]13OC1CC(=O)C(C)(C)C(C(O)C(=O)OC)[C@]12C (stereo partly specified),18%,2%,-18%,-1%,3%,-2%,0%,.
CCOc1ccc(NC(=O)c2c(NCc3cccs3)sc3c2CCC(C)C3)cc1 (stereo unspecified),.,-21%,?,355µM*[quencher],.,4%,.,.
COc1cccc(OCCOCC(O)CN2CCN(Cc3ccc(Cl)cc3)CC2)c1 (stereo unspecified),-9%,-10%,-14%,0%,0%,5%,1%,1%
CCn1c(Cc2ccccc2)nnc1SCC(=O)NC1CC1,i,-7%,5%,-1%,0%,6%,10%,10%
COC(=O)c1ccc(NC(=O)CN2CCCC2)cc1,6%,-13%,5%,0%,2%,-11%,7%,-1%
O=C(c1cnc2n(c1=O)CCS2)N1CCN(C(c2ccccc2)c2ccc(Cl)cc2)CC1 (stereo unspecified),-12%,9%,?,-4%,8%,?,2%,0%
COC(=O)CCC(=O)NC(=S)Nc1ccccc1F,-5%,-2%,3%,-5%,0%,-7%,16%,7%[11.4 µM]
CC(C)(C)C(=O)Nc1ccc(-c2nc3ccccc3s2)cc1,.,10%,-4%,-18%,.,-3%,.,.
CSCCC(NC(=O)c1ccco1)C(=O)NCc1ccc(F)cc1 (stereo unspecified),i,5%,-9%,1%,2%,-1%,0%,.
COc1cc(OC)c(OC)cc1CN1CCN(c2ccc(F)cc2)CC1,-2%,-2%,5%,-2%,?,8%,-2%,-19%
Cc1cc(C)c2nc(-c3ccccn3)cc(C(=O)NCc3cc(C)n(C)n3)c2c1,i,0%,-14%,-2%,?,-2%,29%,0%
O=S(=O)([N-]c1nc2ccccc2nc1-n1cc[n+](Cc2ccccc2)c1)c1ccc(Br)cc1,11%,5%,6%,0%,?,-9%,-2%,-2%
Clc1ccc(Cn2nnc(-c3ccc(CN4CCOCC4)cc3)n2)cc1,10%,4%,-15%,3%,-4%,-11%,-6%,.
Cc1ccc(C2NC(=O)c3c(sc4c3CCN(C)C4)N2)o1 (stereo unspecified),-2%,-9%,?,10%,?,-14%,16%,-10%
CCOC(=O)c1sc2nc(CSc3ccccc3)nc(N3CCC(C(N)=O)CC3)c2c1C,-28%,0%,-17%,0%,?,2%,9%,?
COc1ccc(/C=C/C(=O)O)cc1S(=O)(=O)NCc1ccccc1,0%,2%,-8%,-1%,-2%,-5%,8%,-8%
COc1ccc(N/C(N)=N/c2nc(CSc3ccc(C)cc3)cc(=O)[nH]2)cc1,-3%,-1%,-1%,-2%,-6%,?,0%,-2%

# Not all compounds are listed; count on the stated rates, not on these rows.
